M. tuberculosis GlmU – inhibition of mycobacterial GlmU enzyme – biochemical, glucosamine-1-phosphate acetyltransferase (AID 1376); M. tuberculosis GlmU acetyltransferase enzyme assay; higher % means a stronger effect; inhibition, %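 (tested at 30 µM in the primary screen)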; hits with a dose series show IC50 in µM; 0.25% of 220,000 active; in the data active = inhibition above about 13%;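 also: 0% = complete reaction with vehicle and 100% = reaction without substrate; strong numbers were not always called active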
Mtb RmlCD inh – blocks M. tuberculosis RmlC and RmlD coupled enzymes; 0.03% of 160,000 active; RmlC+RmlD coupled enzyme assay, percent inhibition; primary screen in compound mixtures; P9WH09+P9WH11; AID 1533; inhibition, % at 3.6 µM; in the data active = inhibition mostly above about 34%, no sharp cut-off; also: some results filed as inactive read as strong as hits
Target sequence (P9WH09 whole entry, looked up): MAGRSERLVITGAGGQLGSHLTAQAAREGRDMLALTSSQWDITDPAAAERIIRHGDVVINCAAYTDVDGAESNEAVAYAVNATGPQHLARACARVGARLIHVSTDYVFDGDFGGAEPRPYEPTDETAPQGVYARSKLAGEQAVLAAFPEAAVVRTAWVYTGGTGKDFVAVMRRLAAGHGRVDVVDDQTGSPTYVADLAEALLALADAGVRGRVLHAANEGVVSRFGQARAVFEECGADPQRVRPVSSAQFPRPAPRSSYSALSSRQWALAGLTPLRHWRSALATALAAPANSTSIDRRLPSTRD
Target sequence (P9WH11 whole entry, looked up): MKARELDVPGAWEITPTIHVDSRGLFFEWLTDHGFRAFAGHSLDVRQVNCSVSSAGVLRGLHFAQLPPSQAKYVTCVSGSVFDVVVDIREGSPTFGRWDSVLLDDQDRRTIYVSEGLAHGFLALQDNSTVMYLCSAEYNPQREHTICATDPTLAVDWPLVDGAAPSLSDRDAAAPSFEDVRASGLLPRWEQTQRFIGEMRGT
Starred values were filed as active, the others as inactive; x = no result given; & = joins results of further samples. Not all compounds are listed; rates above refer to the full screens.

SMILES	M. tuberculosis GlmU	Mtb RmlCD inh
CCS(=O)(=O)c1nc(S(=O)(=O)c2ccc(C)cc2)c(NCCCN(C)C)s1	-3.6%	10.8
CC(C)OC(=O)Cn1c(=O)oc2ccccc21	2.8%	x
CCN(CC)CCCNCC(=O)Nc1ccc2c(c1)CCC2	-0.8%	10.1
Cn1c(=O)oc2cc(S(=O)(=O)Nc3cccc(F)c3)ccc21	3.0%	2.1
Cc1nn(C)cc1C(C(=O)NC1CCCCC1)N(C(=O)Cc1cccs1)c1ccc(Cl)cc1 (stereo not given)	0.9%	-14.8
COc1ccc(NC(=O)CN(C)CC(=O)Nc2ccc(Cl)cc2[N+](=O)[O-])cc1	-3.5%	-11.8
Cc1csc(/N=C/c2ccc([N+](=O)[O-])cc2)n1	2.1%	-7.2
CCn1c(SCC(=O)N/N=C/C=C/c2ccccc2[N+](=O)[O-])nnc1-c1ccccc1	-6.7%	17.2
N#CCSc1nnc(Cc2ccc3c(c2)OCO3)o1	0.6%	x
CCOC(=O)c1nc(C)n(-c2ccc([N+](=O)[O-])cc2)n1	1.6%	-7.4
CCCn1cnc2cc(NCc3cccs3)ccc21	7.3%	9.2
Cc1ccc(S(=O)(=O)N2CCCCC2)cc1NC(=O)COC(=O)c1ccccc1F	-0.9%	x
CCN(CC)S(=O)(=O)c1ccc(O)c(NC(=O)CN2CCc3ccccc3C2)c1	-0.6%	4.8
N#CCCn1cc(C(=O)Nc2ccccc2Br)c(-c2cccs2)n1	0.3%	x
CC(=O)c1cccc(NC(=O)c2cccc(S(=O)(=O)N(C)C)c2)c1	-2.7%	5.9
O=C(Nc1ccccc1-c1nnc(SCc2ccc(Cl)cc2)o1)c1ccccc1	-4.8%	10.8
CC(=O)NCC(=O)OCC(=O)Nc1nc(-c2ccccc2)cs1	-3.4%	-13.2
COC(=O)CSc1ncccc1-c1nc2ccccc2[nH]1	5.3%	4.2
Cc1cccc(Cn2nc(C)c(NC(=O)c3ccc(F)cc3)c2C)c1	1.6%	1.9
COc1ccc(N2CCN(C(=O)c3ccccc3F)CC2)c([N+](=O)[O-])c1	-1.7%	x
O=C(Nc1ccc(Cl)c(Cl)c1)Nc1nc(-c2ccccc2)cs1	-1.3%	24.0
COc1ccc(CCNC(=O)c2cc3c(C)nccc3[nH]c2=O)cc1OC	2.5%	-6.6
O=C(CCn1nnc2ccccc21)Nc1nnc(COc2ccccc2F)s1	0.5%	2.1
O=c1[nH]ncc(NCCCO)c1Cl	2.2%	x
Cc1cc(=O)oc2cc(OCC(=O)OCC(=O)NC(C)C)ccc12	-0.4%	-10.9
c1ccc2c(c1)nc1n2CCN1	-4.0%	x
CCOc1ccc(S(=O)(=O)Nc2cc(OC)c(OC)cc2C(=O)O)cc1	-0.9%	x
O=C(CCc1nnc(CCC2CCCCC2)o1)NCCn1cccn1	-1.7%	x
Cc1ccc(Nc2cc(C)nc(N3CCOCC3)n2)cc1	0.9%	x
COc1ccc(CCNC(=O)c2ccc(N3CCCC3=O)cc2)cc1	-0.8%	39.7
COc1cccc(-c2cc(C(=O)NCC3CCCO3)c3ccccc3n2)c1 (stereo not given)	1.8%	-9.3
CCOc1ccc2[nH]c(=O)c(CN(Cc3ccc(F)cc3)C(=O)c3ccco3)cc2c1	-2.6%	4.6
COC(=O)c1ccc(NC(=O)c2ccc(F)cc2)o1	-3.3%	x
Clc1ccc(Oc2nc(Oc3ccc(Cl)cc3)nc(N3CCOCC3)n2)cc1	-4.8%	x
COc1ccc(C2NC3=C(CCCC3)C(C#N)(C#N)C2(C#N)C#N)cc1 (stereo not given)	4.2%	x
O=[N+]([O-])c1cccnc1Oc1cccnc1	6.2%	4.5
Cc1ccc(-n2nc(C)cc2NC(=O)CC#N)cc1	2.7%	-4.1
CCOC(=O)c1c(CSc2ccccc2)n(C)c2cc(Br)c(OCC(O)CNC(CO)(CO)CO)cc12 (stereo not given)	17.7%	-7.6
O=C(NCCOc1ccccc1)C1CCCN1C(=O)c1cccs1 (stereo not given)	1.4%	13.4
Cc1ccc(S(=O)(=O)N(C)CC(O)Cn2c3ccccc3c3ccccc32)cc1 (stereo not given)	-2.0%	6.2
O=C(COC(=O)CCSc1ccc(Cl)cc1)NCCc1ccccc1	-3.4%	4.7
CC1CCCN(Cc2cccc(Oc3ccccc3)c2)C1 (stereo not given)	-3.8%	6.3
Cc1ccccc1C(=O)Nc1cccc(NC(=S)NC(=O)c2cccs2)c1	4.5%	-1.8
COC(=O)c1ccccc1NC(=O)C1CCCN(S(=O)(=O)c2ccccc2)C1 (stereo not given)	-0.8%	-6.0
Cc1ccc2c(c1)-c1c(ssc1=S)C(C)(C)N2C(=O)c1ccco1	-5.2%	-13.9
CCOC(=O)/C(N=Nc1sc(C(=O)OC)c(C)c1C(=O)OCC)=C(\O)CCl	3.7%	-9.6
CCOC(=O)c1[nH]c2ccccc2c1NC(=O)C1CCCC1	-2.1%&0.1%	x
CCc1ccc(-n2c(SCC(=O)c3ccc4c(c3)NC(=O)CO4)nc3ccccc3c2=O)cc1	-5.7%	7.2
COc1ccc(N=c2oc3c(OC)cccc3cc2C(=O)NCc2ccco2)c(OC)c1	-2.2%	x
CC(=O)Nc1ccc(S(=O)(=O)N2CCN(C(C)CCc3ccccc3)CC2)cc1 (stereo not given)	0.6%	-11.6

Additional records.
SMILES	M. tuberculosis GlmU	Mtb RmlCD inh
COc1cc(C(=O)O)nc2ccc([N+](=O)[O-])cc12	2.1%	-13.1
Cc1ccc(NC(=O)CSc2nc(-c3ccco3)cc(C(F)(F)F)n2)cc1C	0.5%	x
CCOC(=O)c1csc(NC(=O)c2cc(=O)c3ccccc3o2)n1	-1.6%	7.9
Cc1cccc(Nc2ncc3c(n2)CC(C)CC3=O)c1 (stereo not given)	3.0%	-5.1
C/C(CC(=O)NCc1ccccc1)=N\NC(N)=S	0.9%	44.0
COC(=O)c1ccc(NC(=S)NC2CC3CCC2C3)cc1 (stereo not given)	-2.0%	-8.8
CN(C(=O)CNC(=O)OCc1ccccc1)c1ccc(Br)cc1C(=O)c1ccccc1Cl	-2.7%	14.2
Cc1ccc(NC(=S)NCc2cccs2)c(C)c1	-6.9%	-7.7
Cc1nn(CC(=O)NCc2ccc(OC(C)C)cc2)c(=O)c2cc3occc3n12	x	-7.2
CC(C)(C)c1ccc(C(=O)c2c[nH]c(C(=O)NCc3ccco3)c2)cc1	x	5.9
Cc1cc(CN(C)Cc2ccc(OCC(O)CN(C)Cc3ccccc3)cc2)on1 (stereo not given)	-9.0%	x
O=C(O)C1C2C=CC(C2)C1C(=O)NCc1ccc(Cl)c(Cl)c1 (stereo not given)	1.9%	-8.2
C/C(=N\NC(=O)Cn1cc([N+](=O)[O-])cn1)c1ccco1	0.7%	-11.8
O=C(Nc1ccc(N2CCOCC2)c(Cl)c1)c1ccc(F)cc1	-5.6%	x
Cn1c(=O)[nH]c(=O)c2c1nc(SCC(=O)O)n2CCc1ccccc1	1.3%	x
Cc1ccccc1Cn1c(CN2CCN(c3ccc(F)cc3)CC2)nc2c1c(=O)n(C)c(=O)n2C	x	10.1
COc1cc(O)c(C(=O)O)c(-c2cc(O)c(O)cc2C)c1	5.4%	x
CC(C)(C)NNC(=S)Nc1cccc(F)c1	3.8%	x
N/C(=N/OC(=O)c1cccc([N+](=O)[O-])c1)c1cccc([N+](=O)[O-])c1	0.5%	-7.5
COc1cc(C(=O)OCC(=O)Nc2c(F)cccc2F)cc(OC)c1C	6.4%	-11.2
Cc1cc(NS(=O)(=O)c2ccc(NS(=O)(=O)c3ccc(CC(C)C)cc3)cc2)nc(C)n1	-2.5%	x
CN1CCc2nc3sc(C(=O)NC4CC4)c(N)c3cc2C1	5.0%	4.5
Cc1sc(NC(=O)c2cccs2)c(C(=O)OC(C)C)c1C	2.8%	-9.7
COc1ccc(-c2nnc(SC(C)C(=O)NNC(=O)c3ccc(C)cc3)o2)cc1 (stereo not given)	2.0%	10.0
COc1ccc(S(=O)(=O)Nc2ccccc2OC)cc1NC(=O)CC1CC2CCC1C2 (stereo not given)	-2.4%	5.1
CC(=NCc1cccnc1)c1c(O)n(C2CCCCC2)c(=O)[nH]c1=O	0.1%	-10.6
COc1ccccc1CNC(=O)COC(=O)c1n[nH]c2ccccc12	-0.3%	-7.1
CCCc1cc(N2CCN(c3ccccn3)CC2)n2nc(C)c(-c3ccccc3)c2n1	-1.0%	x
CCCCN(C)C(=O)c1ccc2c(c1)N(CC)C(=O)c1ccccc1S2(=O)=O	0.9%	7.6
Cc1ccc(S(=O)(=O)N2CCN(C(=O)c3ccccn3)CC2)cc1	-2.4%	3.9
Cn1c(O)c(C(=Nc2ccccc2)SCc2ccccc2Cl)c(=O)n(C)c1=O	4.0%	27.4
CCN(C(=O)COC(=O)COc1ccc2c(C)cc(=O)oc2c1)C1CCS(=O)(=O)C1 (stereo not given)	3.9%	-8.3
O=C(COC(=O)c1ccccn1)Nc1ccccc1OC(F)F	1.9%	-8.1
CCc1ccccc1N(CC(=O)N1CCN(c2ccc(F)cc2)CC1)S(C)(=O)=O	-1.8%	0.3
CC(Oc1ccccc1)c1ccnc(N)n1 (stereo not given)	-4.2%	8.5
COc1ccc(N2C(=O)C(Cl)=C(NCc3ccccc3)C2=O)cc1	0.6%	x
CC1CCN(C(=S)Nc2ccc(F)cc2)CC1	-1.3%	-0.6
COc1cc(/C=N/NC(=O)C(N)=O)ccc1OC(=O)c1cccs1	-6.7%	47.1
CN(CCc1ccccn1)C(=O)CCC1CCCN(C(=O)NC2CCCCC2)C1 (stereo not given)	-7.4%	x
CC(C)CC(NS(=O)(=O)c1cccc(C(=O)O)c1)C(=O)O (stereo not given)	0.6%	-10.4
CCOC(=O)Cn1c(CN(Cc2ccccc2)Cc2ccccc2)nc2c1c(=O)[nH]c(=O)n2C	1.9%	12.5
CCCCn1cnc2c([nH]c3cc(OC)ccc32)c1=O	-3.0%	x
Cc1cc(C)nc(SCc2nnc(SCC#N)n2-c2cccc(Cl)c2)n1	4.1%	28.3
COc1ccc(CC(=O)OCC(=O)Nc2ccc(Cl)cn2)cc1	0.8%	x
CCN(CC)S(=O)(=O)c1ccc2c(c1)nc(SCn1nnc3ccccc3c1=O)n2CC	-1.2%	-10.8
COc1ccc(OC)c(S(=O)(=O)NCc2cccnc2)c1	-3.6%	x
CC/C(=N\NC(=O)c1ccc(Br)cc1)c1ccccc1	-1.8%	-13.2
COc1cccc(-c2cc(C(=O)N3CCN(C(c4ccccc4)c4ccccc4)CC3)no2)c1	3.6%	3.2
Cc1ccn2c(Nc3ccc4c(c3)OCO4)c(-c3ccccn3)nc2c1	4.3%	-8.7
Cn1c(=O)cc(OCCCC(=O)NCCC2=CCCCC2)c2ccccc21	0.1%	8.1

(further entries)
SMILES	M. tuberculosis GlmU	Mtb RmlCD inh
COc1ccc(C(=O)C(Cc2cc(C(C)=O)ccc2OC)N2CCCC2)cc1 (stereo not given)	-0.8%	3.0
CCOC(=O)c1ccc(NC(=O)Nc2ccon2)cc1	-3.5%	9.1
COCC(C)NC(=O)c1cc(-c2ccccc2OC)on1 (stereo not given)	-3.8%	1.8
O=C(O)C1CC=CCC1C(=O)NCc1ccc2c(c1)OCO2 (stereo not given)	0.5%	5.6
O=C(CN1CCCCCCC1)N/N=C/c1ccccc1F	-0.7%	10.7
CCOC(=O)CSC1=C(C#N)C(c2ccc(Cl)cc2)CC(=O)N1 (stereo not given)	-3.9%	x
COc1ccc(O)c(-c2cn[nH]c2-c2cccs2)c1	3.3%	3.3
O=C(Nc1ccc2c(c1)OCCO2)C1CCCN(S(=O)(=O)c2cccnc2)C1 (stereo not given)	3.5%	4.9
COc1ccc(CN2CCN(Cc3ccccc3)CC2)c(OC)c1	-0.7%	x
Cc1cc(C)nc(SCC(=O)N2CCOCC2)n1	4.3%	x
COc1cccc(Cn2cnc3c([N+](=O)[O-])c(C)c(C)cc32)c1	1.5%	53.5
COC(=O)C1=C[C@@H](C(=O)OC)C2C3=C(C(=O)C24CCCCC4)[C@H](C)n2c(=O)n(C)c(=O)n2[C@@H]3C1 (stereo not given in full)	-2.6%	x
O=C(CCN1CCN(c2ccccc2)CC1)NNC(=S)Nc1ccccc1	4.2%	3.2

Rewritten with two lines to a compound: part of the list above
Each structure is followed by: M. tuberculosis GlmU | Mtb RmlCD inh
COc1cccc(-c2cc(C(=O)N3CCN(C(c4ccccc4)c4ccccc4)CC3)no2)c1
    3.6% | 3.2
Cc1ccn2c(Nc3ccc4c(c3)OCO4)c(-c3ccccn3)nc2c1
    4.3% | -8.7
Cn1c(=O)cc(OCCCC(=O)NCCC2=CCCCC2)c2ccccc21
    0.1% | 8.1
COc1ccc(C(=O)C(Cc2cc(C(C)=O)ccc2OC)N2CCCC2)cc1 (stereo not given)
    -0.8% | 3.0
CCOC(=O)c1ccc(NC(=O)Nc2ccon2)cc1
    -3.5% | 9.1
COCC(C)NC(=O)c1cc(-c2ccccc2OC)on1 (stereo not given)
    -3.8% | 1.8
O=C(O)C1CC=CCC1C(=O)NCc1ccc2c(c1)OCO2 (stereo not given)
    0.5% | 5.6
O=C(CN1CCCCCCC1)N/N=C/c1ccccc1F
    -0.7% | 10.7
CCOC(=O)CSC1=C(C#N)C(c2ccc(Cl)cc2)CC(=O)N1 (stereo not given)
    -3.9% | x
COc1ccc(O)c(-c2cn[nH]c2-c2cccs2)c1
    3.3% | 3.3
O=C(Nc1ccc2c(c1)OCCO2)C1CCCN(S(=O)(=O)c2cccnc2)C1 (stereo not given)
    3.5% | 4.9
COc1ccc(CN2CCN(Cc3ccccc3)CC2)c(OC)c1
    -0.7% | x
Cc1cc(C)nc(SCC(=O)N2CCOCC2)n1
    4.3% | x
COc1cccc(Cn2cnc3c([N+](=O)[O-])c(C)c(C)cc32)c1
    1.5% | 53.5
COC(=O)C1=C[C@@H](C(=O)OC)C2C3=C(C(=O)C24CCCCC4)[C@H](C)n2c(=O)n(C)c(=O)n2[C@@H]3C1 (stereo not given in full)
    -2.6% | x
O=C(CCN1CCN(c2ccccc2)CC1)NNC(=S)Nc1ccccc1
    4.2% | 3.2

Screening results: PubChem BioAssay, several laboratories
